Giardia FBPA inh: qHTS Assay for Inhibitors of Fructose-1,6-bisphosphate Aldolase from Giardia Lamblia; AID 2451, 2010; purified Giardia FBPA; Potency, µM (series often up to 59.6 µM), for the others: top-dose activity, negative = inhibition, usual class: inhibitors; 290,000 tested, 0.71% active; note: potency is the fitted concentration of half-maximal effect; nearly all actives have a fitted effect of over 55% in size
Target sequence (A8B2U2 whole entry, looked up): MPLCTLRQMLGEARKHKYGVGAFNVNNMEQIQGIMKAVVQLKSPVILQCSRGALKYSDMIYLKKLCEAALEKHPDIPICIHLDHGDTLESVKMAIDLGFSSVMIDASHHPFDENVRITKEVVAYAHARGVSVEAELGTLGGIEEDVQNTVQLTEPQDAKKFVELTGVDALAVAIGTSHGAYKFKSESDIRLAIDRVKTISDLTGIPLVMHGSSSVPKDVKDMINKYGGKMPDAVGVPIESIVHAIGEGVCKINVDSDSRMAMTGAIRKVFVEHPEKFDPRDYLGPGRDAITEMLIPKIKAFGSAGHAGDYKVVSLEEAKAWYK
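Giardia FBPA (40 nM reagent) was preincubated 10 min at RT with compound (up to 57.5 uM final), then substrate plus GAPDH/TPI/NAD/arsenate coupling system with diaphorase/resazurin was added; resorufin fluorescence (525/598 nm) was read after 20 min.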
AMA1 RON2 block: qHTS for Inhibitors of AMA1-RON; Towards Development of Antimalarial Drug Lead: Primary Screen; Plasmodium falciparum AMA1 (3D7) - RON2 peptide interaction; AlphaScreen AMA1-biotinylated RON2 peptide binding; Potency, µM (doses to about 58.2 µM), for the others: top-dose activity change, negative = inhibition, most hits filed as inhibitors; 360,000 tested, 0.2% active;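 note: potency is the fitted concentration of half-maximal effect; 0% = vehicle wells and -100% = peptide control; nearly all actives have a fitted effect of over 45% in size; some results filed as inactive show a strong effect at the top dose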
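AMA1 (3D7) with his tag at 25 nM final met compounds first, then biotinylated RON2 peptide at 25 nM; detection used donor plus acceptor beads, 10 µg/mL apiece, read by AlphaScreen after 30 min at room temperature.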
AmpC detergent: qHTS Inhibitors of AmpC Beta-Lactamase (assay with detergent); P00811; AmpC hydrolysis of nitrocefin, absorbance 480 nm, 0.01% Triton; Potency, µM (top dose mostly 114 µM), for inactives: at the top dose activity change, negative = inhibition, actives largely listed as inhibitors; 370,000 tested, 0.041% active; AID 485294, 2010;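 note: potency is the fitted concentration of half-maximal effect; 0% = no-compound wells and -100% = no-enzyme wells; nearly all actives have a fitted effect of over 25% in size; some results filed as inactive show a strong effect at the top dose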
Target sequence (P00811 whole entry, looked up): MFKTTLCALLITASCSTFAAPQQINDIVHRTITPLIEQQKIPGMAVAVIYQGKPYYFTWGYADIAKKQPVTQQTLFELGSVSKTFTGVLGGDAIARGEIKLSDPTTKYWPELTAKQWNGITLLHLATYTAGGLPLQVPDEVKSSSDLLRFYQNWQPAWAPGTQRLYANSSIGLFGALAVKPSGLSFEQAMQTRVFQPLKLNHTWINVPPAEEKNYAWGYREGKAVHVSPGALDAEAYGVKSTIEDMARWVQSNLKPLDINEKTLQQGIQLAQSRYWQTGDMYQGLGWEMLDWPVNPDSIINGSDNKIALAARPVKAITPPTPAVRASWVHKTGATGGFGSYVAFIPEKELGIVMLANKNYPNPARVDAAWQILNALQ
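AmpC (5.3 nM in the dispensed reagent) in 20 mM phosphate pH 7.0 with 0.01% (detergent screen) or 0.0001% Triton X-100 was preincubated with compounds for 15 min at room temperature. Nitrocefin was then added from an 800 uM solution, and hydrolysis was followed at 480 nm.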
Sm TGR inh: qHTS Assay for the Inhibitors of Schistosoma Mansoni Peroxiredoxins; Schistosoma mansoni thioredoxin glutathione reductase (TGR), Q962Y6; AID 485364, 2010; 360,000 tested, 3% active; Potency, µM (top dose mostly 114 µM), for inactives: at the highest dose activity change, negative = inhibition, hits mostly inhibitors; purified TGR, DTNB reduction, TNB absorbance 405 nm; note: potency is the fitted concentration of half-maximal effect; nearly all actives have a fitted effect of over 60% in size
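TGR 20 nM + NADPH 100 uM (dispensed conc.), cpd preinc 15 min RT; start with NADPH (500 uM addition) then DTNB (15 mM addition). Kinetic TNB absorbance, 405 nm filter. Four-parameter Hill fit across titration.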
HCMV inh: qHTS Assay for inhibitors of the human cytomegalovirus (HCMV) | HFF cells, HCMV-luciferase reporter, 72 h; hits give low values | activity change, negative = inhibition, % at 57.5 µM | 410,000 tested, 4.5% active; in the data active = activity change below about -60%; inconclusive = no clear call, values can overlap the other calls; inactive = above about -39%
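Steps: HFFs plated, 16 h 37C; compounds added; HCMV-luciferase added to MOI 1 PFU/cell; 72 h 37C; OneGlo reagent, 5 min room temperature; luminescence read, normalized to controls.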
HCV inhibitor: qHTS Assay for Inhibitors of Hepatitis C Virus (HCV); 340,000 tested, 3.4% active; Huh7.5.1 HCVcc-Cre infection, luciferase reporter, 44 h; AID 651820, 2012; Potency, µM (top dose mostly 41.8 µM), inactives show at the top dose activity change, negative = inhibition, hits mostly inhibitors; note: potency is the fitted concentration of half-maximal effect
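Luciferase read-out (15 sec integration) after a 15 min room-temperature substrate step quantifies HCVcc-Cre infection. Cells, 1,000 per well, had compound added 4 h post-plating, then virus at ~0.5 moi, and were cultured 44 h.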
The depositor's hits bear a star; ? = inconclusive; · = no result given; & = joins results of further samples; [ ] = remark or other dose. Unless noted, calls come from the whole dose curve; as a rule, active = well fitted curve in the direction sought with a large enough effect; inconclusive = small, poorly fitted or top-dose-only effect, or another doubt; inactive = no such curve, though single readings can be large; an effect the other way counts as inactive or inconclusive. Unless noted, % is set by controls: 0 for no effect and ±100 for the full control effect.

| SMILES | Giardia FBPA inh | AMA1 RON2 block | AmpC detergent | Sm TGR inh | HCMV inh | HCV inhibitor |
| --- | --- | --- | --- | --- | --- | --- |
| COc1ccc(NC(=S)N2CCN(c3ccccn3)CC2)cc1OC | -15% | 11% | -10% | 1% | 21 | -3% |
| CC1(C)CC(=O)C(C2=NC(C)(C)Cc3ccccc32)=C(O)C1 | 8% | 9% | 3% | 21% | 18 | 7% |
| COCc1ccc(C(=O)N2CCCC(N(C)CCc3ccc(OC)c(OC)c3)C2)s1 (configuration not stated) | · | 23% | -1% | -10% | 98 | 11% |
| Cn1c(-c2ccccc2)nc2cnccc21 | 4% | -13% | -3% | -14% | 0 | -4% |
| CCCn1c(SCC(=O)Nc2cccc(C)n2)nnc1C(C)C | 15% | -22% | -5% | 7% | -33 | 0% |
| CC(C)CCNC(=O)CCn1nc(-c2ccc(Cl)cc2)ccc1=O | 10% | 3% | 2% | 8% | 15 | 14% |
| Nc1ccnn1Cc1ccncc1 | 3% | 30%[activator] | -4% | -3% | -36 | -2% |
| C=CCOC(=O)C1=C[C@H](C2CCCCC2)[C@@H](CCCO)[C@H](OCC)O1 | -15% | -2% | 2% | 61% | 5 | -3% |
| COC(=O)c1cccc(NC2CC(=O)N(c3ccc(OC)c(OC)c3)C2=O)c1 (configuration not stated) | -5% | 8% | -1% | 35µM* | 2 | 1% |
| COc1ccc(-c2cc(C(F)(F)F)nc(N3CCOCC3)n2)cc1OC | -1% | 12% | -1% | 6% | 4 | 3.2µM* |
| Nc1nc(NCCOCCO)nc(NCC2CCCO2)c1[N+](=O)[O-] (configuration not stated) | 2% | 7% | 3% | 28% | 20 | 16% |
| CCCc1nnc(SCC(=O)N2CCCC2)n1CC1CCCO1 (configuration not stated) | 5% | 5% | ? | -2% | -8 | 5% |
| COc1cccc(OC)c1OCCNCC1COc2ccccc2O1 (configuration not stated) | 0%&0% | -6% | · | · | -2 | ? |
| CC(=O)NC(CC(=O)c1ccc([N+](=O)[O-])cc1)C(Cl)(Cl)Cl (configuration not stated) | 0% | 4% | -2% | -3% | -10 | 4% |
| COc1cc(CN(C)Cc2nc3cc(C(F)(F)F)ccc3c(=O)[nH]2)ccc1OC(F)F | -6% | 89%[activator] | -5% | -12% | 19 | -21% |
| CCOC(=O)C1=C(CN2CCN(C(=O)OCC)CC2)NC(=O)NC1c1ccc2c(c1)OCO2 (configuration not stated) | 5% | 3% | 7% | 22% | 0 | ? |
| COc1ccccc1C(=O)N/C(=C\c1ccc(Br)cc1)C(=O)N1CCCC1 | 9% | -3% | 0% | -2% | -13 | -27% |
| O=C1COc2ccc(-c3cc(-c4ccc(F)cc4)c4c(n3)-c3cc(Cl)ccc3OC4)cc2N1 | · | · | -1% | -20% | -9 | · |
| CC(=O)c1ccc(S(=O)(=O)Nc2ccc(C(=O)N(C)CC(=O)Nc3cccc(C)c3C)cc2)cc1 | · | -10% | -20% | -10% | -37 | ? |
| Cc1nc(N2CCCC2)c2c(C(=O)Nc3ccc(Br)cc3F)c(C)oc2n1 | · | · | 12% | 9% | 14 | · |
| CCN1C(=O)C(O)(CC(=O)c2ccc3c(c2)OCCO3)c2ccccc21 (configuration not stated) | -1% | 9% | ? | -6% | 20 | -3% |
| Cc1c(/C(O)=C2/C(=O)C(=O)N(CCN(C)C)C2c2ccc(C(C)C)cc2)cnn1-c1ccccc1 (configuration not stated) | 8% | -2% | -2% | -6% | 23 | 11% |
| CCOC(=O)c1sc(=NC(=O)c2ccc(C)c(C)c2)n(C)c1C | 6% | 11% | ? | -2% | 24 | -6% |
| Cc1oc(-c2ccccc2F)nc1CS(=O)CC(=O)NC1CC1 (configuration not stated) | 10% | 5% | -11% | ? | -10 | 12% |
| COc1ccc(-c2cc3ccc(O)c(CN4CCCC4)c3oc2=O)cc1 | · | · | 0% | -18% | -4 | · |
| CC(/C=N/NC(=O)c1nnn(-c2nonc2N)c1CN1CCCCC1)=C\c1ccccc1 | · | 38%[activator] | -5% | -4% | 18 | -12% |
| Cc1cc(C(=O)NCCCN(C)C)c2ccccc2n1 | 1% | -1% | -9% | -6% | -16 | 24% |
| COc1ccc(CCNC(=O)NCCc2c[nH]c3ccccc23)cc1OC | 3% | 1% | 7% | 12% | -5 | 3% |
| C=CCSc1ncnc2c1oc1nc3c(cc12)COC(C)(C)C3 | -1% | -2% | 6% | 0% | -33 | -6% |
| CCc1nc2ccccc2c(C(=O)OCC(=O)C(C)(C)C)c1C | -4% | 3% | 5% | 7% | -23 | ? |
| COC(=O)c1ccc(C2c3c(-c4ccc(Br)cc4)n[nH]c3C(=O)N2c2ccc(Cl)cc2)cc1 (configuration not stated) | · | · | -2% | -5% | -103* | · |
| COc1ccc(S(=O)(=O)N2CCOC2CNC(=O)C(=O)NCCc2ccccc2)cc1C (configuration not stated) | -1% | 7% | ? | 19% | 6 | ? |
| CCOc1ccc(NC(=S)Nc2ccc(F)cc2)cc1 | 3% | 49%[activator] | ? | ? | -19 | 1% |
| CCN(CC)S(=O)(=O)c1ccc(N(C)C)c(NC(=O)CSCc2c(C)noc2C)c1 | · | 2% | -5% | -6% | -29 | ? |
| COc1ccc(CCNS(=O)(=O)c2ccc3c(c2)CCN3C(=O)CCC(=O)O)cc1OC | 6% | 6% | -1% | -4% | 7 | 4% |
| CCN(C(=O)CSc1nc2ccc(O)cc2c(=O)n1-c1ccc(OC)c(OC)c1)C1CCS(=O)(=O)C1 (configuration not stated) | · | 15% | -20% | -4% | -12 | -12% |
| O=C(CC1Nc2ccccc2NC1=O)NCc1cccnc1 (configuration not stated) | -11% | 23% | -4% | ? | -17 | 5% |
| O=C(O)CCn1cc(C=C2C(=O)NC(=O)NC2=O)c(-c2cc3ccccc3oc2=O)n1 | -13% | 0% | 4% | · | ? | -1% |
| CCN(CC)S(=O)(=O)c1ccc(C(=O)NCC(c2ccc(OC)cc2)N2CCOCC2)cc1 (configuration not stated) | 1% | -1% | -1% | 5% | ? | -4% |
| COc1cccc(NC(=O)c2nnn(CC(=O)Nc3cc(C)cc(C)c3)c2N)c1 | 9% | -12% | -7% | -5% | ? | -15% |
| Cc1nnc(SCC(=O)Nc2sccc2C(N)=O)n1Cc1ccccc1 | 0% | 8% | -15% | 0% | ? | 24% |
| Cc1ccccc1CNC(=O)C(=O)NCC(c1ccco1)S(=O)(=O)c1ccc(F)cc1 (configuration not stated) | · | · | -3% | 8.9µM* | -19 | · |
| CCCc1cc(=O)[nH]c(SCc2cccnc2)n1 | -13% | -1% | -3% | -5% | 1 | 13% |
| Cc1ccc(-c2c(C#N)c(N)nc3c2CCCC3)o1 | 12% | 2% | 0% | 25µM* | 4 | ? |
| O=C(O)c1[nH]c2ccccc2c1NS(=O)(=O)c1ccc(F)cc1 | -30% | 7% | -10% | -6% | 55 | 1% |
| O=C(O)CNC(=S)NCc1ccccc1 | -7% | 20% | -2% | -2% | -33 | 12% |
| COc1ccc(C(O)(CCC(C)C)C(CN2CCOCC2)c2ccc(Cl)cc2)cc1 (configuration not stated) | -8% | -3% | ? | -2% | ? | ? |
| C=C(C)c1cccc(C(C)(C)NC(=O)Nc2nncs2)c1 | -10% | -20% | 1% | -3% | -19 | ? |
| OCCNCc1ccc(-c2ccccc2)cc1 | -5% | -4% | ? | 7% | 2 | ? |
| O=C1COc2ccc(C(=O)COC(=O)c3ccco3)cc2N1 | 0% | 1% | -6% | -28% | -31 | 9% |

Part of the list above, set out differently:
Below each compound – Giardia FBPA inh, AMA1 RON2 block, AmpC detergent, Sm TGR inh, HCMV inh, HCV inhibitor
> Cc1nnc(SCC(=O)Nc2sccc2C(N)=O)n1Cc1ccccc1
  0%, 8%, -15%, 0%, ?, 24%
> Cc1ccccc1CNC(=O)C(=O)NCC(c1ccco1)S(=O)(=O)c1ccc(F)cc1 (configuration not stated)
  ·, ·, -3%, 8.9µM*, -19, ·
> CCCc1cc(=O)[nH]c(SCc2cccnc2)n1
  -13%, -1%, -3%, -5%, 1, 13%

Later entries
| SMILES | Giardia FBPA inh | AMA1 RON2 block | AmpC detergent | Sm TGR inh | HCMV inh | HCV inhibitor |
| --- | --- | --- | --- | --- | --- | --- |
| O=Cc1ccc(-c2ccccc2C(=O)O)o1 | -3% | -10% | 2% | 0% | -4 | -3% |
| Cc1cc(CSc2ccccc2)ccc1NC(=O)c1ccc(Cl)c([N+](=O)[O-])c1 | -2% | -5% | -7% | 2% | ? | 7.9µM* |
| Cc1ccccc1NS(=O)(=O)c1ccc(C(=O)NCCCN2CCCC2=O)cc1 | · | 7% | ? | -5% | -32 | -23% |
| Cc1ccc(OCC(=O)Nc2cccc(C(=O)OCc3cc(=O)n4cc(C)sc4n3)c2)cc1 | · | · | 7% | 4% | ? | · |
| Cc1cccc(C)c1NS(=O)(=O)c1ccc2c(c1)[C@H]1C=CC[C@H]1[C@@H](c1ccc(Cl)cc1)N2 | · | · | 2% | ? | 8 | · |
| COc1ccc(CNC(=O)Cn2c(=O)n(CC(=O)N3CCCCC3)c(=O)c3sccc32)cc1 | · | 1% | -2% | -20% | -31 | 5% |
| CCOC(=O)c1cc(S(=O)(=O)N(C)c2ccccc2)[nH]n1 | · | · | -2% | ? | 4 | · |
| CC(C)C(=O)N1c2ccccc2NC2=C(C(=O)CCC2)C1c1ccc(N(C)C)cc1 (configuration not stated) | -16% | -11% | 5% | -1% | · | -1% |
| O=C(CCCSc1ccccc1)Nc1ccc(Cl)c(S(=O)(=O)N2CCOCC2)c1 | · | 6% | ? | -11% | 0 | ? |
| NC(=O)Cn1cc(C(=O)C(=O)N2CCOCC2)c2ccccc21 | 2% | 5% | -3% | -7% | -6 | 6% |
| COc1ccc(NC(=O)Cn2c(=O)n(CCCC(=O)NCc3ccccc3Cl)c(=O)c3ccccc32)c(OC)c1 | · | · | -9% | 3% | 16 | · |
| O=C(CC(c1ccccc1)c1ccccc1)Nc1ccc2c(c1)OCCO2 | · | -19% | 0% | 11% | -34 | ? |
| O=C(c1cc(COc2ccc(F)cc2F)on1)N1CCOCC1 | -2% | -1% | -13% | 0% | 0 | 6% |
| COc1ccc(OCC(=O)Nc2nc3cc4c(cc3s2)OCCO4)cc1 | · | 3% | · | · | 23 | -2% |
| Cc1ccc([N+](=O)[O-])cc1NC(=S)NC(=O)CC(C)(C)C | 2% | -10% | 5% | 0% | 11 | · |
| Cn1cnnc1SCc1ccc(C#N)cc1Cl | 8% | -2% | -5% | 0% | -10 | 17% |
| CCCCn1c(N)c(N(CC(C)C)C(=O)c2ccc(N(C)S(=O)(=O)c3ccc(C)cc3)cc2)c(=O)[nH]c1=O | · | -1% | -10% | -3% | 7 | 12% |
| Cc1cccc(Nc2ncnc(N)n2)c1 | -4% | 1% | 1% | 15% | 9 | -28% |

Screening results from PubChem.
